Bioassay records deposited in PubChem by The Scripps Research Institute Molecular Screening Center.
MITF inh: blocks human microphthalmia-associated transcription factor; hit rate 0.91% among 650,000; inhibition, % at 2.6 µM; AlphaScreen MITF homodimerization, bead proximity signal; in the data active = inhibition above about 50%;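 also: 0% = vehicle wells with protein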
Target sequence (O75030 whole entry, looked up): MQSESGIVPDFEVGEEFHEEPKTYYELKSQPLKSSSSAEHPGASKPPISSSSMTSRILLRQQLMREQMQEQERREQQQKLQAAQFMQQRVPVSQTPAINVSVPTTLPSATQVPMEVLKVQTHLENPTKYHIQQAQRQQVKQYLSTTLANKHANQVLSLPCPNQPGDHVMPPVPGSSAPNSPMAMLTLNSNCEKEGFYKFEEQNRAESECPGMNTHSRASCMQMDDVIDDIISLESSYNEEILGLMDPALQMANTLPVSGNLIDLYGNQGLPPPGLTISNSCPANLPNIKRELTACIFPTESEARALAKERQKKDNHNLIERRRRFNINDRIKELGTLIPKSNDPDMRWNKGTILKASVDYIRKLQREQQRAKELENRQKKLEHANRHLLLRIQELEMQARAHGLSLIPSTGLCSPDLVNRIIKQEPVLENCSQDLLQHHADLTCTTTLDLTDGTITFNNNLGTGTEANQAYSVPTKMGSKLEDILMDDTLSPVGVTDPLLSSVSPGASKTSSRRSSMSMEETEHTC
GPR151 ag: activates the human receptor GPR151; activation, % at 11.2 µM; PathHunter beta-arrestin GPR151 cells, luminescence; hit rate 1% among 650,000; Q8TDV0; in the data active = activation above about 4.9%;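 also: 0% = median of compound wells and 100% = cells with positive control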
Target sequence (Q8TDV0 whole entry, looked up): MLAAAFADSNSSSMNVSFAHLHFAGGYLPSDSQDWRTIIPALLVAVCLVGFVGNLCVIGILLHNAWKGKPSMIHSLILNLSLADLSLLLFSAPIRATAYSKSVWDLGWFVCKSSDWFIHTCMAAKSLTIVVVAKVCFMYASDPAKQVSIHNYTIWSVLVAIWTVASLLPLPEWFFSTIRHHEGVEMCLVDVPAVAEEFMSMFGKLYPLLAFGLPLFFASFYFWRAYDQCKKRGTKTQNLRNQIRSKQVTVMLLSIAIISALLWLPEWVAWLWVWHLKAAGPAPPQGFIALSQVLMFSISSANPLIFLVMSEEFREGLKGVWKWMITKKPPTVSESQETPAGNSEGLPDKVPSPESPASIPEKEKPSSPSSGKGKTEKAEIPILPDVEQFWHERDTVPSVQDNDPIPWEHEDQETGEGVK
FBW7 act: activators of human E3 ligase FBW7; normalized activity (activation), % at 26.1 µM; hit rate 0.13% among 650,000; AlphaScreen FBW7–phospho-cyclin E peptide binding, activator screen; AID 1259310; Q969H0; in the data active = normalized activity above about 1.9%;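 also: purified mutant Fbw7 with reduced substrate affinity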
TEAD-YAP block: TEAD-YAP interaction inhibition | inhibition, % at 9.12 µM | AID 1259422 | HEK-TIYL cells, TEAD-Gal4/YAP UAS-luciferase luminescence | hit rate 1.4% among 640,000; in the data active = inhibition above about 32%;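 also: 0% = median of test compound wells and 100% = reference inhibitor wells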
Numbers without * were called inactive.

How did O=C(Cc1noc2ccccc12)NCCOc1cccc2cccnc12 do in these assays?
MITF inh: 6; GPR151 ag: -0.8; FBW7 act: 0.0; TEAD-YAP block: 2

How did C=C(C)CSC1=C(C#N)C(c2ccc(C(C)C)cc2)CC(=O)N1 (centres undefined) do in these assays?
MITF inh: 5; GPR151 ag: 2.2; FBW7 act: -0.1; TEAD-YAP block: 8

What do the screens show for `COc1ccc(C2=C(c3ccc(OC)cc3)C3(c4ccccc4)C(=O)C2(c2ccccc2)C2C(=O)N(c4ccc(C(=O)O)cc4)C(=O)C23)cc1` (centres undefined)?
MITF inh: 7; GPR151 ag: 1.5; FBW7 act: -0.1; TEAD-YAP block: -3

Results for CCOC(=O)C1=C(C)NC2=C(C(=O)CC(C)(C)C2)C1c1ccc(OCc2cccc(F)c2)c(OC)c1 (centres undefined) ?
MITF inh: -6; GPR151 ag: 0.8; FBW7 act: 0.1; TEAD-YAP block: 9

Results for Cc1ccc(-c2cncc(-c3cc(NCCN(C)C)nc(C)n3)c2)cc1 ?
MITF inh: 8; GPR151 ag: 0.4; FBW7 act: -0.1; TEAD-YAP block: 1

Results for CC1(C)CC2CC(C)(CN2C(=O)c2cc(=O)[nH]c(=O)[nH]2)C1 (centres undefined) ?
MITF inh: 7; GPR151 ag: 0.8; FBW7 act: 0.3; TEAD-YAP block: 7

Results for Cc1cc(C)n2nc(SC(C)C(=O)NCc3ccc4c(c3)OCO4)nc2n1 (centres undefined) ?
MITF inh: 9; GPR151 ag: 0.0; FBW7 act: 0.2; TEAD-YAP block: -4

How did Cc1ccc(-c2nc3ncccc3o2)cc1NC(=O)c1cccc(I)c1 do in these assays?
MITF inh: -4; GPR151 ag: -0.5; FBW7 act: 0.1; TEAD-YAP block: 2

What do the screens show for `CC1CCCN(C(=O)c2ccc(Cl)nc2)C1` (centres undefined)?
MITF inh: -18; GPR151 ag: 3.6; FBW7 act: 0.1; TEAD-YAP block: 5

How did CC(=O)Nc1ccc(-c2cnc3cccc(-c4ccccn4)c3c2)cc1 do in these assays?
MITF inh: -5; GPR151 ag: 0.5; FBW7 act: -0.5; TEAD-YAP block: -42

What do the screens show for `O=C(CN(c1ccccc1F)S(=O)(=O)c1ccccc1)Nc1cccc(F)c1`?
MITF inh: -18; GPR151 ag: 0.9; FBW7 act: -0.1; TEAD-YAP block: 7

Results for Cc1ccc(S(=O)(=O)N(CC(=O)Nc2ccccc2C)C(=O)N2CCN(C)CC2)cc1 ?
MITF inh: 9; GPR151 ag: -2.1; FBW7 act: 0.6; TEAD-YAP block: 8

How did CCC(=O)Nc1nnc(Cc2ccc(Cl)cc2Cl)s1 do in these assays?
MITF inh: 21; GPR151 ag: -1.1; FBW7 act: 0.3; TEAD-YAP block: 0

What do the screens show for `O=C1CC(c2ccccc2Br)c2c(ccc3ccccc23)N1` (centres undefined)?
MITF inh: 14; GPR151 ag: -0.1; FBW7 act: 0.3; TEAD-YAP block: 13

Results for O=C(/C=C/c1ccccc1)Nc1ccc(-c2nc3ccccc3s2)cc1 ?
MITF inh: -1; GPR151 ag: 3.0; FBW7 act: 0.0; TEAD-YAP block: -5

Results for CCOc1ccc(C(=O)N/N=C/c2ccc(N(CC)CC)cc2)cc1 ?
MITF inh: 10; GPR151 ag: 0.2; FBW7 act: 0.0; TEAD-YAP block: -10

Results for CCc1nc(NCC(C)C)c(C#N)c2c1COC(C)(C)C2 ?
MITF inh: -22; GPR151 ag: -0.9; FBW7 act: 0.2; TEAD-YAP block: -8

What do the screens show for `COc1cc2c(cc1OC)C(COc1ccc(F)cc1)N(C(=O)c1ccc(Br)o1)CC2` (centres undefined)?
MITF inh: -2; GPR151 ag: -0.2; FBW7 act: 0.0; TEAD-YAP block: -14

How did CCC(C)N1CCN(C(=O)c2cc(OC)c(OC)c(OC)c2)CC1 (centres undefined) do in these assays?
MITF inh: 51*; GPR151 ag: -0.7; FBW7 act: 0.0; TEAD-YAP block: -4

Results for O=c1c2sccc2nc(SCc2cccc(F)c2)n1Cc1ccc2c(c1)OCO2 ?
MITF inh: 19; GPR151 ag: -0.3; FBW7 act: 0.7; TEAD-YAP block: 5

Results for CCc1ccc(N2C(=O)CC(SCC(=O)Nc3cccc(Br)c3)C2=O)cc1 (centres undefined) ?
MITF inh: 10; GPR151 ag: 0.7; FBW7 act: 0.0; TEAD-YAP block: 8

Results for COc1cccc(OC)c1C(=O)C(C#N)c1nc2ccccc2s1 (centres undefined) ?
MITF inh: -2; GPR151 ag: -0.5; FBW7 act: 0.0; TEAD-YAP block: -4

Results for O=C(Nc1cccc(-c2nc3ccccc3o2)c1)c1cc(I)ccc1Cl ?
MITF inh: 5; GPR151 ag: 0.2; FBW7 act: -0.1; TEAD-YAP block: 6

Results for S=C(NCC1CCCO1)SCc1cn2ccccc2n1 (centres undefined) ?
MITF inh: 0; GPR151 ag: -0.3; FBW7 act: -0.1; TEAD-YAP block: 0

How did CCN1C(=O)/C(=C/c2c(N3CCN(CCO)CC3)nc3ccccn3c2=O)SC1=S do in these assays?
MITF inh: -4; GPR151 ag: 0.0; FBW7 act: -0.1; TEAD-YAP block: -6

Results for O=S(=O)(NCc1ccco1)c1ccc(Cl)c(C(F)(F)F)c1 ?
MITF inh: 11; GPR151 ag: -1.3; FBW7 act: 0.0; TEAD-YAP block: 1

What do the screens show for `CC(C)CC(=O)N1CCC2(CCC(CNC(=O)c3ccc(-n4cccn4)cc3)O2)CC1` (centres undefined)?
MITF inh: -2; GPR151 ag: 1.0; FBW7 act: 0.3; TEAD-YAP block: 2

Results for COCc1cc(CN2CCN3C(=O)[C@@H](CO)NC(=O)[C@H]3C2)ccc1OC ?
MITF inh: 10; GPR151 ag: 0.8; FBW7 act: 0.0; TEAD-YAP block: -3

What do the screens show for `CCOC(=O)c1nc2nc(-c3cccs3)cc(C(F)(F)F)n2n1`?
MITF inh: 17; GPR151 ag: -0.8; FBW7 act: 0.2; TEAD-YAP block: -10

What do the screens show for `Cc1ccc(CCC(=O)Nc2ncc(Cc3cc(Cl)ccc3Cl)s2)o1`?
MITF inh: -2; GPR151 ag: 0.7; FBW7 act: 0.2; TEAD-YAP block: 44*

How did O=C(Nc1cc(Oc2ccccc2)cc([N+](=O)[O-])c1)c1sc2ccccc2c1Cl do in these assays?
MITF inh: 26; GPR151 ag: -1.0; FBW7 act: 0.0; TEAD-YAP block: 1

What do the screens show for `COc1ccc(C2=NN(C(=O)CCCC(=O)O)C(c3ccco3)C2)cc1OC` (centres undefined)?
MITF inh: 10; GPR151 ag: 0.5; FBW7 act: 0.3; TEAD-YAP block: -2

How did N#Cc1c(N)nc2c(c1-c1cccc(O)c1)CCCCC2 do in these assays?
MITF inh: -9; GPR151 ag: -0.7; FBW7 act: 0.0; TEAD-YAP block: 3

How did COc1cc(CN2CCC(C(=O)NC3CCCC3)CC2)cc(Br)c1O do in these assays?
MITF inh: 22; GPR151 ag: 1.2; FBW7 act: 0.4; TEAD-YAP block: 2

How did COCCCNC(=O)C(=O)Nc1cc(C)ccc1C do in these assays?
MITF inh: 1; GPR151 ag: -0.5; FBW7 act: 0.1; TEAD-YAP block: 8

Results for O=C(CN1c2cccc3cccc(c23)S1(=O)=O)NCCCN1CCCC1=O ?
MITF inh: 0; GPR151 ag: 0.9; FBW7 act: 0.0; TEAD-YAP block: -3

Results for CN(C)c1ccc(C=C2C(=O)OC3(CCCC3)OC2=O)cc1 ?
MITF inh: 14; GPR151 ag: 0.9; FBW7 act: 0.2; TEAD-YAP block: 4

How did CN(C(=O)CCS(=O)(=O)c1cc2c(cc1Cl)NC(=O)CO2)C1CCCCC1 do in these assays?
MITF inh: 2; GPR151 ag: 0.2; FBW7 act: 0.1; TEAD-YAP block: -6

Results for CC1CN(CCNC(=O)C2=CCCCC2)Cc2ccccc2O1 (centres undefined) ?
MITF inh: -7; GPR151 ag: -1.3; FBW7 act: -0.4; TEAD-YAP block: -2

What do the screens show for `N=c1sccn1CC(=O)Nc1ccccc1Sc1ccccc1`?
MITF inh: 3; GPR151 ag: -1.3; FBW7 act: 0.0; TEAD-YAP block: -4

Six structures already listed, arranged by length of the SMILES, ascending.
Results for CC1CN(CCNC(=O)C2=CCCCC2)Cc2ccccc2O1 (centres undefined) ?
MITF inh: -7; GPR151 ag: -1.3; FBW7 act: -0.4; TEAD-YAP block: -2

Results for CN(C)c1ccc(C=C2C(=O)OC3(CCCC3)OC2=O)cc1 ?
MITF inh: 14; GPR151 ag: 0.9; FBW7 act: 0.2; TEAD-YAP block: 4

How did COc1cc(CN2CCC(C(=O)NC3CCCC3)CC2)cc(Br)c1O do in these assays?
MITF inh: 22; GPR151 ag: 1.2; FBW7 act: 0.4; TEAD-YAP block: 2

What do the screens show for `COc1ccc(C2=NN(C(=O)CCCC(=O)O)C(c3ccco3)C2)cc1OC` (centres undefined)?
MITF inh: 10; GPR151 ag: 0.5; FBW7 act: 0.3; TEAD-YAP block: -2

How did CN(C(=O)CCS(=O)(=O)c1cc2c(cc1Cl)NC(=O)CO2)C1CCCCC1 do in these assays?
MITF inh: 2; GPR151 ag: 0.2; FBW7 act: 0.1; TEAD-YAP block: -6

How did CCN1C(=O)/C(=C/c2c(N3CCN(CCO)CC3)nc3ccccn3c2=O)SC1=S do in these assays?
MITF inh: -4; GPR151 ag: 0.0; FBW7 act: -0.1; TEAD-YAP block: -6

New compounds follow.
What do the screens show for `COc1ccc(CCNc2nc(NCc3cccnc3)ncc2C)cc1`?
MITF inh: 2; GPR151 ag: 1.0; FBW7 act: 0.2; TEAD-YAP block: 40*

Results for CCOc1ccc(N2CCn3c(SCC(=O)c4ccc(OC)cc4)nnc32)cc1 ?
MITF inh: 7; GPR151 ag: 1.9; FBW7 act: 0.0; TEAD-YAP block: 3

Results for Cc1ccc(-n2c(SCC(=O)c3ccccc3)nc3c(sc4ccccc43)c2=O)cc1 ?
MITF inh: -9; GPR151 ag: -1.6; FBW7 act: -0.1; TEAD-YAP block: -12

How did C=CCSc1nnc(-c2ccncc2)n1-c1ccc(OCC)cc1 do in these assays?
MITF inh: 15; GPR151 ag: -1.5; FBW7 act: 1.0; TEAD-YAP block: 3

What do the screens show for `CCOc1ccccc1NC(=O)c1noc2c1COc1ccc(C)cc1-2`?
MITF inh: 1; GPR151 ag: 2.3; FBW7 act: -0.2; TEAD-YAP block: 3

What do the screens show for `COc1ccc([N+](=O)[O-])cc1NC(=O)C1c2ccccc2C(=O)N(C)C1c1ccc(OC)c(OC)c1` (centres undefined)?
MITF inh: 3; GPR151 ag: 1.8; FBW7 act: 0.1; TEAD-YAP block: 3

How did CCNc1ccc(N2CCC(C(=O)Nc3cc(OC)c(OC)c(OC)c3)CC2)nn1 do in these assays?
MITF inh: 4; GPR151 ag: -0.9; FBW7 act: 0.0; TEAD-YAP block: -11

Results for CCCCN(C)S(=O)(=O)c1cc(C(=O)Nc2cccc(C)c2)ccc1F ?
MITF inh: 4; GPR151 ag: 4.8; FBW7 act: -0.1; TEAD-YAP block: 2

How did CC1Cc2cc(S(=O)(=O)N(C)CC(=O)Nc3cccnc3)ccc2N1C(=O)C1CC1 (centres undefined) do in these assays?
MITF inh: 8; GPR151 ag: -1.3; FBW7 act: -0.2; TEAD-YAP block: 39*

What do the screens show for `CCN1CCN(CCOc2ccc3ccccc3c2Cl)CC1`?
MITF inh: 58*; GPR151 ag: -0.5; FBW7 act: -0.4; TEAD-YAP block: -2

What do the screens show for `Cc1cc(NCc2ccccc2)nc(-c2ccc(C(N)=O)cc2)n1`?
MITF inh: -3; GPR151 ag: 1.9; FBW7 act: 0.4; TEAD-YAP block: -15

Results for COCCn1c(=O)[nH]c(=O)c2cc(C(=O)c3cc(Cl)cc(Cl)c3O)cnc21 ?
MITF inh: 4; GPR151 ag: 1.5; FBW7 act: 0.4; TEAD-YAP block: 7

What do the screens show for `CCOC(=O)c1sc(NC(=O)c2ccccc2OC)c(C(=O)OCC)c1C`?
MITF inh: 0; GPR151 ag: -0.6; FBW7 act: 0.0; TEAD-YAP block: -2

Results for CN1C=C(C(F)(F)F)C=C/C1=C(/C#N)c1nc2ccccc2[nH]1 ?
MITF inh: 10; GPR151 ag: 1.0; FBW7 act: 0.1; TEAD-YAP block: -2

How did CCCCCOC(=O)C1=C(C)NC(=O)NC1c1ccc(O)c([N+](=O)[O-])c1 (centres undefined) do in these assays?
MITF inh: 3; GPR151 ag: 0.7; FBW7 act: 0.2; TEAD-YAP block: 13

Results for Cc1cc2nnc(SCC(=O)N3CCCC3)n2c(N)n1 ?
MITF inh: 0; GPR151 ag: -0.1; FBW7 act: 0.1; TEAD-YAP block: 10

How did CCN(CC)C(=O)CSc1nnc(C)s1 do in these assays?
MITF inh: 6; GPR151 ag: -0.7; FBW7 act: 0.2; TEAD-YAP block: 6

Results for CCn1c(CNS(=O)(=O)c2ccc(C)cc2)nnc1SCc1ccccc1F ?
MITF inh: 15; GPR151 ag: -0.5; FBW7 act: 0.0; TEAD-YAP block: 12

Results for CCc1cc(C(=O)OC)c(NC(=S)NC(C)c2ccncc2)s1 (centres undefined) ?
MITF inh: 6; GPR151 ag: 0.0; FBW7 act: -0.1; TEAD-YAP block: -12

How did O=C(CN1CCC(NC(=O)c2ccccc2Br)CC1)NC1CCCCC1 do in these assays?
MITF inh: -1; GPR151 ag: 4.3; FBW7 act: -0.1; TEAD-YAP block: -1
